C2C12 statin: protects C2C12 myotubes from simvastatin toxicity. hit rate 0.78% among 330,000. rescue of ATP level, % at 7.49 µM. ATP luminescence, 48 h; scaled: DMSO 0, geranylgeraniol control 100. AID 602340;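 active means mean ATP rescue above about 67%, or every replicate alone reaching that limit, limit read from the data, passing the limit was not always enough; inconclusive means no clear call, values can overlap the other calls; inactive means mean under the limit and some replicate under it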;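 further: myotubes were challenged with 10 µM simvastatin during compound exposure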
Cneo AK release: causes C. neoformans cell lysis. AID 651654. lysis activity, % at 15 µM. hit rate 0.2% among 360,000. adenylate kinase release luminescence, 4 h; normalised: neutral wells 0, clomiphene wells 100;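 active means mean lysis activity across replicates of at least 80%, whatever share of replicates individually reach that level; inactive means mean lysis activity below 80%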
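Test system: log-phase Cryptococcus neoformans yeast cells. Input: 5 × 10^6 yeast cells/mL. Medium: fresh YPD growth medium. Doses: single dose. Incubation: static 4 h at 37 °C with compound, 1 h detection. Measured by: luminescent adenylate kinase detection reagent. Read-out: signal increase indicating cell lysis. Benchmarks: Clomiphene.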
S100A4 MyoIIA: inhibitors of human S100A4 binding to myosin IIA peptide; AID 652163; P26447; inhibition, % at 10.7 µM; S100A4/TAMRA-MyoIIA peptide fluorescence polarization; hit rate 0.14% among 360,000;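 active means mean inhibition of at least 70% across replicates, with every replicate also reaching that level; inconclusive means mean inhibition reaches 70% but some replicates fall short; inactive means mean inhibition below 70%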
Target sequence (P26447 whole entry, looked up): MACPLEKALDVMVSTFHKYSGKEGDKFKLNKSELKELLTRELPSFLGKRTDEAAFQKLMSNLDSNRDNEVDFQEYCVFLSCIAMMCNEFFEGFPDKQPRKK
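Material: S100A4 monomer protein / Buffer or medium: 50 mM HEPES pH 7.2, 10 mM CaCl2, 100 mM KCl / Times: 5 min incubation before reading / Benchmarks: neutral control DMSO, positive control TFP / Reagent: labelled myosin peptide probe, 5 nM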
PGC1a acetyl inh: modulators of PGC1a acetylation; U2OS PGC1a acetylation, AlphaScreen anti-acetyl-lysine; with virally co-expressed GCN5 acetyltransferase; inhibition, % at 15.6 µM; hit rate 0.17% among 350,000;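 active means every replicate shows inhibition of at least 40%; inconclusive means mean inhibition at least 40% but some replicate below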;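 further: 0% = neutral control wells and 100% = positive control wells; some results beyond the cut were filed as inactive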
Xi reactivation: reactivates the inactive X chromosome in mouse fibroblasts; XiGFP mouse fibroblasts, % GFP-positive cells imaging, 3 d; cells co-treated with 5-aza-dC sensitizer; scaled so ellipticine positive control = 100%; activation, % at 7.58 µM; hit rate 0.055% among 360,000; AID 743238;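 active means mean normalized replicate activation at least 10% and every replicate at or above 10%; inconclusive means only one of the two criteria met; inactive means mean below 10% and not all replicates reach 10%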;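 further: 0% = median of on-plate neutral control wells and 100% = ellipticine 6 µM median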
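Schedule: 3 d treatment, 15 min room-temperature fixation; system: 68-5-11 XiGFP fibroblast line; buffer or medium: DMEM plus 5-aza-dC sensitizer; control set: ellipticine 6 µM positive control; compound: one concentration, pinned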
LGR2 antag: Drosophila LGR2 receptor signaling inhibition | HEK293 LGR2, CRE-luciferase, bursicon-stimulated, 4 h | inhibition, % at 9.99 µM | hit rate 0.35% among 380,000;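 active means drop in luminescence signal, shown as inhibition above about 50% in the replicate tests, limit read from the data, passing the limit was not always enough; inconclusive means probably only some replicates passing the limit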;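 further: agonist challenge used bursicon conditioned medium at about half maximal strength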
ERAP1 inh: blocks human ERAP1 aminopeptidase activity. inhibition, % at 10.7 µM. AID 652197. recombinant ERAP1, Leu-AMC fluorescence, 60 min. hit rate 0.15% among 340,000. Q9NZ08;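 active means mean replicate inhibition of at least 30%, or all replicates individually reaching that 30% level; inactive means mean below 30% and not every replicate reaching it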;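 further: 0% = neutral control wells and 100% = L-leucinethiol positive control wells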
SIRT5 inh: blocks human SIRT5 desuccinylation of peptide. Q9NXA8. Purified SirT5, succinyl-peptide AMC, trypsin-coupled fluorescence. inhibition, % at 15 µM. hit rate 1.1% among 330,000. AID 652115; in the data active means inhibition above about 15%; inconclusive means no clear call, values can overlap the other calls
Target sequence (Q9NXA8 whole entry, looked up): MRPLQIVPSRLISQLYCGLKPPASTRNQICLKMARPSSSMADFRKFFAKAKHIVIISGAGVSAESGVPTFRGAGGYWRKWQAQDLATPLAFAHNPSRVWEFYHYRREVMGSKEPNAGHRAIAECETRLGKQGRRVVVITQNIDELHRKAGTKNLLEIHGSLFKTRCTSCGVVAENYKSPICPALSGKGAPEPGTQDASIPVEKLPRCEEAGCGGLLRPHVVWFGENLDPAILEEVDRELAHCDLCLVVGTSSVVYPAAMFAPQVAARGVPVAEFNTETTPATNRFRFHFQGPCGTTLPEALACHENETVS
The depositor's hits bear a star; ? = inconclusive; nt = not tested or not shown; & = joins results of further samples. This is a subset, so the mix of outcomes need not match the whole.

SMILES | C2C12 statin | Cneo AK release | S100A4 MyoIIA | PGC1a acetyl inh | Xi reactivation | LGR2 antag | ERAP1 inh | SIRT5 inh
O=C(Nc1ccc(F)cc1)N1[C@@H]2CNC[C@H]1C2c1ccc(-c2cccnc2)cc1 (stereo partly specified) | nt | nt | -3.9 | 2.7 | 0.0&0.0 | 12.0&-4.6 | -3.7 | 0.1
CCCCc1c(-c2ccccc2Br)ncn1CCc1ccccc1OC | nt | nt | -1.0 | nt | -0.2 | ? | -2.1 | 1.1
CC1(C)Cc2c(sc(NC(=O)c3ccc4ncsc4c3)c2C(N)=O)C(C)(C)N1 | nt | nt | 1.4 | nt | 0.4 | -21.8 | 3.3 | -0.6
Cc1nc2ccc(NC(=O)c3cccnc3)cc2s1 | nt | nt | -7.0 | -0.8 | 0.0 | 1.2 | -1.2 | 5.2
C=CCNC(=S)NCCO | 0.7 | 0.3 | -1.3 | 6.5 | 0.0 | 2.2 | -2.2 | -5.2
CC(C)NC(=O)Nc1ccc2c(c1)C(=O)N([C@@H](C)CO)C[C@@H](C)[C@H](CN(C)C)OCCCC[C@@H](C)O2 | nt | -1.0 | -3.5 | 2.3 | 0.1 | -7.3 | 0.4 | 0.0
CCOc1ccc(NC(=O)CCNS(=O)(=O)c2cccc3nsnc23)cc1 | -4.7 | -0.5 | -21.1 | 3.0 | 0.0 | -3.2 | 0.2 | -7.6
CCOc1ccc(N(C)S(=O)(=O)c2cc(-c3cc(C)no3)ccc2C(C)C)cc1 | 4.5 | nt | -4.8 | -64.7 | 0.2 | 5.6 | 0.0 | -6.6
CCOC(=O)c1[nH]c2ccc(F)cc2c1NC(=O)Nc1ccccc1OC | -14.3 | 1.0 | nt | -0.1 | nt | 6.8 | nt | nt
N#Cc1ccc(NC(=O)COC(=O)C2CCC2)cc1 | 6.5 | -1.2 | 1.2 | 0.7 | 0.1 | -8.6 | -0.9 | nt
CC(C)Cc1nc2c(nnn2Cc2ccccc2F)c(=O)[nH]1 | -0.4 | nt | -4.6 | 4.9 | nt | -18.6 | nt | 0.6
Cc1nc(/N=C\c2ccc(N(C)C)cc2)sc1C | -4.2 | 0.2 | -5.0 | 17.2 | -0.1 | -11.4 | 0.0 | -5.3
COC(=O)CCC/C=C1/SCC(NC(=O)c2ccccc2)/C1=N/O (stereo unspecified) | nt | nt | 0.9 | -5.9 | 0.2 | -9.6 | -1.2 | -0.2
O=C(CSc1nc(O)cc(=O)[nH]1)N1c2ccccc2CCc2ccccc21 | 12.7 | nt | -5.8 | 1.9 | -0.1 | -6.0 | -0.1 | 2.2
COc1cccc(NC(=O)CN(C)C(=O)c2cccc(S(=O)(=O)N3CC4(C)CC3CC(C)(C)C4)c2)c1 (stereo unspecified) | 0.6 | 0.2 | 4.8 | 5.8 | -1.0 | 0.9 | 1.5 | -3.7
COc1ccc(NC(=O)CN2C(=O)C(C)Oc3ccccc32)cc1OC (stereo unspecified) | -5.0 | 8.4 | 1.8 | 3.7 | 0.3 | 4.5 | -4.1 | nt
CN1CCN(S(=O)(=O)c2ccc(C(F)(F)F)cc2)C(c2ccccc2)C1 (stereo unspecified) | 2.8 | -1.3 | 2.9 | nt | 0.0 | 12.8 | -0.8 | -3.0
NS(=O)(=O)c1ccc(CCNS(=O)(=O)c2ccccc2)cc1 | nt | nt | -4.8 | nt | 0.0 | nt | 3.7 | 10.3
C[C@H]1CN([C@@H](C)CO)C(=O)c2cc(/C=C/c3ccccc3)cnc2O[C@H]1CN(C)Cc1ccc2c(c1)OCO2 | 31.1 | 5.3 | -4.2 | 8.5 | 0.3 | 4.1 | 1.1 | -4.5
COc1ccc(C(C(=O)NC(C)(C)C)N(CCO)C(=O)CCC(=O)Nc2cc(C)on2)cc1 (stereo unspecified) | -3.8 | 1.7 | -1.6 | -5.0 | 0.1 | 5.5 | -3.3 | -3.7
COc1ccc(CCNC(=S)Nc2ccc(C)cc2C)cc1 | nt | nt | -0.6 | nt | 0.4 | -29.7 | -0.6 | 0.1
Nc1ccc2nc(-c3ccccc3)c(-c3ccccc3)nc2c1 | 16.0 | -4.4 | -8.9 | nt | 0.3 | -10.8 | 1.5 | 0.2
CS(=O)(=O)Nc1ccc2c(c1)[C@@H]1C[C@H](CC(=O)NCc3ccccc3)O[C@@H](CO)[C@@H]1O2 | 0.1 | 55.4 | 9.1 | 3.9 | 0.3 | -8.4 | 4.6 | 0.7
CC(C)Cn1nc(NC(=O)c2cccs2)c2cc3ccccc3nc21 | nt | 2.7 | 0.8 | -4.2 | 0.0 | nt | 0.2 | 1.7
Brc1cnc2nc(SCc3nc4ccccc4[nH]3)[nH]c2c1 | nt | 1.4 | -1.6 | 8.1 | 0.1 | 31.0 | 2.2 | -0.5

2 of these compounds, set out differently.
Compound,C2C12 statin,Cneo AK release,S100A4 MyoIIA,PGC1a acetyl inh,Xi reactivation,LGR2 antag,ERAP1 inh,SIRT5 inh
CC(C)Cc1nc2c(nnn2Cc2ccccc2F)c(=O)[nH]1,-0.4,nt,-4.6,4.9,nt,-18.6,nt,0.6
Cc1nc(/N=C\c2ccc(N(C)C)cc2)sc1C,-4.2,0.2,-5.0,17.2,-0.1,-11.4,0.0,-5.3

Other structures
SMILES | C2C12 statin | Cneo AK release | S100A4 MyoIIA | PGC1a acetyl inh | Xi reactivation | LGR2 antag | ERAP1 inh | SIRT5 inh
O=C(COC(=O)COc1ccc(Cl)cc1)Nc1cccnc1Cl | 5.1 | -0.6 | 3.5 | -9.0 | 0.0 | 3.9 | 3.9 | -1.1
Cn1cc(Br)c(C(=O)NN2C(=O)C3C4C=CC(C5CC45)C3C2=O)n1 (stereo unspecified) | nt | nt | -2.5 | 13.3 | 0.1 | 4.1 | -2.2 | -2.1
CCCc1ccccc1OCCNS(=O)(=O)c1cc2c(cc1C)OCC(=O)N2 | nt | 1.7 | -7.6 | 3.0 | 0.2 | 17.3 | -6.7 | 1.8
CCCC(=O)Nc1ccc2c(c1)OC[C@@H](C)N(C(=O)c1cnccn1)C[C@H](C)[C@H](OC)CN(C)C2=O | -4.1 | -3.7 | -35.2 | -2.1 | 0.0 | 16.8 | -3.5 | 2.0
COc1ccc(-c2nc(Cn3c(SCc4ccc(C)cc4)nc4ccncc43)c(C)o2)cc1OC | -11.1 | -2.3 | -4.6 | nt | 0.1 | nt | 4.6 | -1.0
C[C@@H](NC(=O)C[C@@H]1CC[C@H](NC(=O)C2CCC2)[C@H](CO)O1)c1ccccc1 | 5.6 | 10.7 | 106.5* | 8.0 | -0.6 | -3.0 | -0.7 | 7.2
COCC(C)NC(=O)c1cc2c(ccc3ccccc32)oc1=O (stereo unspecified) | 9.3 | -1.9 | -16.5 | -5.8 | 0.1 | -11.1 | -196.0 | -109.7
CS(=O)(=O)N(CC(=O)NCC1CCCO1)c1cc(Cl)c(Cl)cc1Cl (stereo unspecified) | 7.3 | -1.5 | -3.3 | -10.6 | 0.0 | -15.7 | -6.5 | 0.4
CN1c2ccc(C#Cc3cccnc3)cc2[C@H]2[C@H](CCN2C(=O)C2CCCC2)[C@H]1CO | nt | nt | -7.0 | nt | 0.0 | -1.0 | -0.8 | 5.2
COCCCNC(=O)CCn1c(=O)c2ccccc2n(CC(=O)NCCC2=CCCCC2)c1=O | 11.1 | -1.7 | 2.3 | 2.4 | 0.0 | -25.1 | 1.0 | -0.2
O=C(C[C@@H]1C[C@@H]2c3cc(NC(=O)NC4CCCCC4)ccc3O[C@@H]2[C@H](CO)O1)NCC(F)(F)F | -3.0 | 4.4 | -6.7 | 3.8 | 0.2 | 8.7 | -0.3 | -1.1
C[C@@H]1CN([C@@H](C)CO)C(=O)c2cc(C#CCN(C)C)cnc2O[C@H]1CN(C)S(C)(=O)=O | -1.9 | 45.6 | 12.2 | -6.7 | -1.0 | -10.9 | -0.3 | 6.3
O=C(NCCCN1CCOCC1)C(=O)NCC1OCCN1S(=O)(=O)c1ccc(Br)cc1 (stereo unspecified) | 11.8 | 2.8 | 1.6 | nt | 0.7 | -3.6 | -0.4 | 7.7
COc1ccc2[nH]c(=O)c(C(c3nnnn3CC3CCCO3)N3CCc4ccccc4C3)cc2c1 (stereo unspecified) | 15.4 | nt | 3.1 | 19.6 | nt | -7.4 | 7.8 | -4.3
O=C(C[C@H]1CC[C@H](NC(=O)c2ccccn2)[C@@H](CO)O1)NCc1cc(F)cc(F)c1 | -1.2 | 3.6 | 2.1 | 0.2 | -0.1 | -1.5 | -3.3 | 2.7
CCc1ccc(Oc2coc3cc(OCC(=O)Nc4cc(C)ccc4C)ccc3c2=O)cc1 | nt | 1.8 | -5.9 | -4.9 | 0.1 | 1.0 | -0.9 | -0.8
COc1ccc(S(=O)(=O)N(C)C[C@@H]2OCc3cn(nn3)CCCC(=O)N([C@H](C)CO)C[C@H]2C)cc1 | 7.7&-11.6&5.2 | 1.1&-6.1&-0.4 | 3.5&-8.7&-4.5 | 4.3&-5.8&-4.1 | -0.5&0.0 | -1.8&-3.3 | 2.8&0.5 | -1.0&4.5&-0.5
CN1C(=O)c2cc(NC(=O)C3CCCCC3)ccc2OC[C@H]2O[C@@H](CC(=O)NCCc3ccncc3)CC[C@@H]21 | -2.3 | -3.8 | 4.0 | -3.6 | 0.0 | -1.2 | -1.6 | -1.9
COCC#Cc1ccc2c(c1)O[C@@H](CN(C)Cc1ccccc1)[C@H](C)CN([C@H](C)CO)S2(=O)=O | -96.7 | -0.3 | -13.5 | 0.2 | -0.7 | 6.5 | 0.4 | 2.3
C[C@H]1CN([C@@H](C)CO)C(=O)Cc2cc(NC(=O)Nc3ccc(C(F)(F)F)cc3)ccc2O[C@@H]1CN(C)C(=O)Nc1ccc(F)cc1 | 2.9 | -2.8 | 11.4 | -6.3 | -1.2 | 14.1 | -0.7 | -2.6
COc1ccc(N2CCN(C(=S)Nc3ccc(F)cc3)CC2)cc1 | -3.7 | 1.3 | 1.2 | -17.9 | 0.0 | nt | -4.6 | -1.0
Cc1ccccc1Nc1nnc(SCC(=O)c2ccc(O)cc2O)s1 | -11.9 | 1.1 | 1.2 | nt | 0.0 | -26.0 | -1.1 | 2.6
O=C(CN1C(=O)c2cccnc2Oc2ccc(Cl)cc21)Nc1ccccc1F | -24.9 | 1.0 | -3.8 | nt | 0.3 | -8.9 | -1.8 | nt
O=C(C(=O)N1CCN(c2ccc(F)cc2)CC1)c1c[nH]c2ccccc12 | 0.0 | -1.9 | -14.5 | -0.5 | 0.3 | -1.6 | 13.0 | -3.1
Nc1nc(SCC(=O)NCCOCCO)nc2sc3c(c12)CCCC3 | nt | nt | -2.5 | 1.2 | 0.1 | 6.5 | 6.1 | -5.2
COc1ccccc1C(=O)Nc1ccc(NC(=O)c2ccco2)cn1 | -4.5 | nt | -10.9 | 8.9 | nt | -40.0 | -0.1 | -2.9
CCOc1ccc(S(=O)(=O)Nc2cc(NS(=O)(=O)c3ccc(OCC)cc3)cc(C(=O)O)c2)cc1 | 4.4 | 4.2 | 2.0 | nt | 0.3 | -5.7 | 2.4 | 2.6
Cn1cc(CCNC(=O)c2ccc3nc(Cc4ccccc4F)oc3c2)cn1 | 10.6 | -1.5 | 0.6 | -2.5 | 0.2 | -89.0 | 0.3 | -4.8
O=C(NCCCn1ccnc1)c1ccc(Cl)s1 | nt | -1.0 | -1.3 | nt | -0.1 | 10.2 | 0.9 | -1.0

High-throughput results as filed in PubChem BioAssay.
